Screens: PubChem BioAssay, several laboratories
Rac1 GTP hydrolysis = MgcRacGAP GTPase-activating activity inhibitors, confirmation, biochemical, ADP Hunter fluorescence | Rac GTPase-activating protein 1 (Homo sapiens) | MgcRacGAP-stimulated Rac1 GTP hydrolysis, ADP Hunter fluorescence; higher % means a stronger effect; GST-tagged Rac1 F28L mutant substrate | inhibition, % at 30 µM, or IC50 in µM where a hit was titrated | actives 0.6% (n = 340,000);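 active means first-screen hits whose inhibition reached a set limit at any dose in the follow-up dose series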;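 further: fluorescence reports GDP produced by GAP-driven GTP hydrolysis; strong numbers were not always called active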
Large T inhibition = SV40 large T antigen inhibitors, biochemical (AID 1903) | SV40 large T antigen ATPase/helicase inhibition assay; higher % means a stronger effect | inhibition, % at 20 µM, or IC50 in µM where a hit was titrated | actives 0.39% (n = 310,000); in the data active means a potency from the dose series; further: strong numbers were not always called active
Dengue-2 NS5 capping = Dengue-2 NS5 methyltransferase inhibitors, primary screen, biochemical, confirmation dose response (AID 588689); Genome polyprotein (Dengue virus type 2 (strain 16681-PDK53)); Dengue-2 NS5 methyltransferase capping enzyme assay, biochemical; higher % means a stronger effect; inhibition, % at 25 µM, or IC50 in µM where a hit was titrated; actives 0.3% (n = 340,000); in the data active means a potency from the dose series
GPR55 LPI antagonism = GPR55 antagonists blocking LPI-driven arrestin recruitment, primary screen, imaging, U2OS, beta-arrestin-GFP, LPI agonist (AID 2013); actives 0.13% (n = 290,000); G-protein coupled receptor 55 (Homo sapiens); inhibition, % at 10 µM, or IC50 in µM where a hit was titrated; U2OS GPR55 beta-arrestin-GFP translocation imaging, LPI antagonism; higher % means a stronger effect;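 active means spots per cell inhibited over 60%, with over 100 cells counted and total cytoplasm intensity under 500,000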;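 further: U2OS cells stably carrying GPR55 and arrestin-GFP stimulated by 5 µM LPI near EC80; imaged beta-arrestin-GFP aggregate spots per cell after agonist stimulation; plate controls were LPI-stimulated DMSO wells for no effect and DMSO wells without LPI for full effect; some results filed as inactive read as strong as hits; confirmed hits need IC50 under 10 µM and bright autofluorescent wells are also inconclusive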
Yfh1-depleted yeast = enhancers of respiration in Yfh1-depleted yeast, dose response, Friedreich's ataxia, plus single-dose screen (AID 1465); fold induction at 50 µM, or EC50 in µM where a hit was titrated; S. cerevisiae Yfh1-off respiration, WST-1 reduction, 72 h; higher fold induction means a stronger effect; actives 0.074% (n = 220,000);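 active means fold induction of absorbance versus untreated yeast above a set limit, then at least 30% activation at any dose in follow-up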;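 further: activators that raise dye reduction in frataxin-depleted yeast; strong numbers were not always called active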
GPR55 beta-arrestin = GPR55 agonists via beta-arrestin recruitment, primary screen, imaging, U2OS cells, beta-arrestin-GFP redistribution (AID 1961) | actives 0.048% (n = 290,000) | one-dose activation, % at 10 µM; EC50 in µM for titrated hits | U2OS GPR55 beta-arrestin-GFP redistribution imaging; higher % means a stronger effect;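 active means activation above 40% with more than 50 cells counted in the well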;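 further: U2OS osteosarcoma cells stably expressing GPR55 and beta-arrestin-GFP; plate controls were DMSO negative control for no effect and LPI positive control for full effect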
NTR1 agonist = agonists of NTR1, primary screen, imaging, U2OS cells, beta-arrestin-GFP, high content (AID 493036). Neurotensin receptor type 1 (Homo sapiens), P30989. NTR1-U2OS beta-arrestin-GFP spot imaging, agonist mode. activation, % at 20 µM. actives 0.17% (n = 330,000);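 active means activation at or above 40% of the spot to cytoplasm intensity ratio, with at least 20 cells analyzed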;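 further: 0% = DMSO without peptide and 100% = 100 nM NTR1 peptide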
Target sequence (P30989 whole entry, looked up): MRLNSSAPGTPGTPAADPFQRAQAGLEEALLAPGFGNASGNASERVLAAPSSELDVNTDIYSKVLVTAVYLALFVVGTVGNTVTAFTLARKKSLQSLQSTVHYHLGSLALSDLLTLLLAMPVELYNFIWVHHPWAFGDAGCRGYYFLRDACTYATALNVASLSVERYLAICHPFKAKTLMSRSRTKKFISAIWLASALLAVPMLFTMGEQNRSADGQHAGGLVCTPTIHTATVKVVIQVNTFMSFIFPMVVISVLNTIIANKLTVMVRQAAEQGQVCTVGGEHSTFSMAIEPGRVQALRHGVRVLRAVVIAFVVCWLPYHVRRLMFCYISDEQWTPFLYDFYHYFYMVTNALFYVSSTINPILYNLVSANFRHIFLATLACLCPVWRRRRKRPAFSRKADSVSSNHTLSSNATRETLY
AID2073 = inhibitors of Mint1-CaV2.2 protein interaction, biochemical, HTRF (AID 2073) | Voltage-dependent N-type calcium channel subunit alpha-1B (Homo sapiens) | HTRF protein-protein interaction, Mint1-CaV2.2; higher % means a stronger effect | inhibition, % at 20 µM; hits with a dose series show IC50 in µM | actives 0.19% (n = 290,000); in the data active means inhibition mostly above about 51%, no sharp cut-off; further: some results filed as inactive read as strong as hits
GPR35 arrestin U2OS = GPR35 antagonists blocking zaprinast-driven arrestin recruitment, primary screen, imaging, U2OS, beta-arrestin-GFP, zaprinast agonist (AID 2058); actives 0.052% (n = 290,000); inhibition, % at 10 µM; hits with a dose series show IC50 in µM; U2OS GPR35 beta-arrestin-GFP translocation imaging, zaprinast antagonism; higher % means a stronger effect; G-protein coupled receptor 35 (Homo sapiens);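 active means inhibition of at least 50% with at least 30 cells and total cytoplasm GFP at most 10,000,000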
NTR1 agonist cell count 20 µM = further read-out of NTR1 agonist, marked with its call; cell count; measured here: cell count, cytotoxicity flag
An asterisk follows results filed as active.

For O=C(CSc1ccc(-c2ccccn2)nn1)NC1CCCCC1 the results were Rac1 GTP hydrolysis 7%, Large T inhibition 0%, Dengue-2 NS5 capping -1%, GPR55 LPI antagonism -10%, Yfh1-depleted yeast inactive, GPR55 beta-arrestin 1.1%, NTR1 agonist 0.6, AID2073 33%, GPR35 arrestin U2OS -2% and NTR1 agonist cell count 20 µM 65.
Screening COc1ccc(S(=O)(=O)N(C)c2ccc(C(=O)NCC3CCCO3)cc2)cc1 (stereo not drawn) returned Rac1 GTP hydrolysis 7%, Large T inhibition 8%, Dengue-2 NS5 capping -1%, GPR55 LPI antagonism 0%, Yfh1-depleted yeast inactive, GPR55 beta-arrestin -0.1%, NTR1 agonist 0.5, AID2073 -4%, GPR35 arrestin U2OS -2% and NTR1 agonist cell count 20 µM 49.
For COc1ccc(OC)c(/C=C/C(=O)OCC(=O)Nc2ccc(Cl)c(S(=O)(=O)N(C)C)c2)c1 the results were Rac1 GTP hydrolysis -1%, Large T inhibition 14%, Dengue-2 NS5 capping 6%, GPR55 LPI antagonism -2%, Yfh1-depleted yeast inactive, GPR55 beta-arrestin 0.1%, NTR1 agonist 0.1, AID2073 36%, GPR35 arrestin U2OS 4% and NTR1 agonist cell count 20 µM 43.
For CC(=O)Nc1ccc(OCC(=O)NCCc2ccc(Cl)cc2)cc1 the results were Rac1 GTP hydrolysis 16%, Large T inhibition 1%, Dengue-2 NS5 capping -8%, GPR55 LPI antagonism 8%, Yfh1-depleted yeast inactive, GPR55 beta-arrestin 1.2%, NTR1 agonist 0.6, AID2073 -2%, GPR35 arrestin U2OS -1% and NTR1 agonist cell count 20 µM 47.
`CCc1nnc(N/N=C/c2cc(Br)c(O)cc2O)n1N` gave Rac1 GTP hydrolysis 66µM*, Large T inhibition 29%, GPR55 LPI antagonism 11%, GPR55 beta-arrestin 0.2%, NTR1 agonist 0.3, AID2073 -17%, GPR35 arrestin U2OS -16% and NTR1 agonist cell count 20 µM 64.
`NC(=O)c1ccc(Cl)c2ccccc12` gave Rac1 GTP hydrolysis 8%, Large T inhibition 23%, Dengue-2 NS5 capping 1%, GPR55 LPI antagonism 6%, Yfh1-depleted yeast inactive, GPR55 beta-arrestin 0.2%, NTR1 agonist -1.0, AID2073 8%, GPR35 arrestin U2OS 47% and NTR1 agonist cell count 20 µM 57.
`O=C(Cn1cnc2scc(-c3ccccc3)c2c1=O)NCc1ccco1` gave Rac1 GTP hydrolysis 5%, Dengue-2 NS5 capping -8%, GPR55 LPI antagonism 1%, Yfh1-depleted yeast inactive, GPR55 beta-arrestin 0.1%, NTR1 agonist -0.9, AID2073 54%, GPR35 arrestin U2OS 7% and NTR1 agonist cell count 20 µM 78.
For CCOC(=O)CNC(=S)N(CCCN1CCN(C)CC1)Cc1cccs1 the results were Large T inhibition 13%, Dengue-2 NS5 capping -16%, GPR55 LPI antagonism -2%, GPR55 beta-arrestin 1.5%, NTR1 agonist -0.3, AID2073 6%, GPR35 arrestin U2OS 2% and NTR1 agonist cell count 20 µM 79.
`O=C(c1ccncc1)N1CCN(c2ccc3ccccc3n2)CC1` gave Rac1 GTP hydrolysis 6%, Large T inhibition 5%, Dengue-2 NS5 capping -4%, GPR55 LPI antagonism 5%, Yfh1-depleted yeast inactive, GPR55 beta-arrestin 0.2%, NTR1 agonist 1.4, AID2073 14%, GPR35 arrestin U2OS -2% and NTR1 agonist cell count 20 µM 62.
For COc1cc(OC)cc(C(=O)N[C@H](C(=O)OCC(=O)NC(=O)c2cccn2C)C(C)C)c1 the results were Rac1 GTP hydrolysis 7%, Large T inhibition 11%, Dengue-2 NS5 capping 2%, GPR55 LPI antagonism 0%, Yfh1-depleted yeast inactive, GPR55 beta-arrestin -0.4%, NTR1 agonist 0.8, AID2073 29%, GPR35 arrestin U2OS -12% and NTR1 agonist cell count 20 µM 32.
`COc1cc(C2NCC(c3ccc(Cl)cc3Cl)c3c2[nH]c2ccccc32)cc(OC)c1OC` (stereo not drawn) gave Rac1 GTP hydrolysis 3%, Large T inhibition 4%, Dengue-2 NS5 capping -1%, GPR55 LPI antagonism 29%, Yfh1-depleted yeast inactive, GPR55 beta-arrestin -0.4%, NTR1 agonist 5.3, AID2073 13%, GPR35 arrestin U2OS -15% and NTR1 agonist cell count 20 µM 60.
For COc1cc2c(C(=O)Nc3ccc4c(c3)OCO4)cn(CC(C)C)c(=O)c2cc1OC the results were Large T inhibition 18%, GPR55 LPI antagonism 14%, GPR55 beta-arrestin 0.6%, NTR1 agonist -1.5, AID2073 4%, GPR35 arrestin U2OS -20% and NTR1 agonist cell count 20 µM 67.
For CC(=O)NC(CC(C)C)C(=O)NC(=O)NCc1ccccc1 (stereo not drawn) the results were Rac1 GTP hydrolysis 5%, Large T inhibition 13%, Dengue-2 NS5 capping -2%, GPR55 LPI antagonism 8%, Yfh1-depleted yeast inactive, GPR55 beta-arrestin 0.3%, NTR1 agonist 2.8, AID2073 8%, GPR35 arrestin U2OS 10% and NTR1 agonist cell count 20 µM 61.
Screening C=CCN(C(=O)Nc1ccc2oc(C)nc2c1)c1ccccc1 returned Rac1 GTP hydrolysis 11%, Large T inhibition 11%, Dengue-2 NS5 capping 2%, GPR55 LPI antagonism 7%, Yfh1-depleted yeast inactive, GPR55 beta-arrestin 0.0%, NTR1 agonist -1.9, AID2073 -7%, GPR35 arrestin U2OS 4% and NTR1 agonist cell count 20 µM 61.
COc1ccc(C2Nc3ccccc3C(=O)N2c2ccc(C)cc2)cc1Cn1cc([N+](=O)[O-])cn1 (stereo not drawn) was read as Rac1 GTP hydrolysis 1%, Large T inhibition 4%, Dengue-2 NS5 capping 3%, GPR55 LPI antagonism 15%, Yfh1-depleted yeast inactive, GPR55 beta-arrestin 0.0%, NTR1 agonist 0.1, AID2073 6%, GPR35 arrestin U2OS 5% and NTR1 agonist cell count 20 µM 48.
Screening Cc1ccc(C(=O)OCC(=O)N(CC(C)C)c2c(N)n(Cc3ccccc3)c(=O)[nH]c2=O)cc1[N+](=O)[O-] returned Rac1 GTP hydrolysis 3%, Large T inhibition 12%, Dengue-2 NS5 capping -3%, NTR1 agonist -0.1 and NTR1 agonist cell count 20 µM 48.
CCCCNC(=O)COc1ccccc1[N+](=O)[O-] was read as Rac1 GTP hydrolysis -1%, Large T inhibition -6%, Dengue-2 NS5 capping -7%, GPR55 LPI antagonism 3%, Yfh1-depleted yeast inactive, GPR55 beta-arrestin -0.2%, NTR1 agonist 3.4, AID2073 -2%, GPR35 arrestin U2OS -1% and NTR1 agonist cell count 20 µM 73.
CSC1=N/C(=C\c2ccc3c(c2)OCO3)C(=O)S1 was read as Rac1 GTP hydrolysis 5%, Large T inhibition 8%, Dengue-2 NS5 capping 1%, GPR55 LPI antagonism 14%, Yfh1-depleted yeast inactive, GPR55 beta-arrestin -0.1%, NTR1 agonist 0.4, AID2073 10%, GPR35 arrestin U2OS 0% and NTR1 agonist cell count 20 µM 70.
`COc1ccc(CNC(=O)COc2ccc(C)nc2[N+](=O)[O-])cc1` gave Rac1 GTP hydrolysis 10%, Large T inhibition 9%, Dengue-2 NS5 capping 1%, GPR55 LPI antagonism 2%, Yfh1-depleted yeast inactive, GPR55 beta-arrestin 0.0%, NTR1 agonist 0.3, AID2073 4%, GPR35 arrestin U2OS 2% and NTR1 agonist cell count 20 µM 64.
`CCN(CC)CCn1c2ccc(F)cc2c2nc(C)sc21` gave Rac1 GTP hydrolysis 9%, Large T inhibition 11%, Dengue-2 NS5 capping -3%, GPR55 LPI antagonism 16%, Yfh1-depleted yeast inactive, GPR55 beta-arrestin -0.1%, NTR1 agonist -0.8, AID2073 -15%, GPR35 arrestin U2OS -9% and NTR1 agonist cell count 20 µM 40.
`COc1ccc(N(C(=O)c2snc(C(N)=O)c2N)C(C(=O)NCc2ccccc2)c2ccc(F)cc2)c(OC)c1` (stereo not drawn) gave Rac1 GTP hydrolysis 4%, Large T inhibition 7%, Dengue-2 NS5 capping 0%, GPR55 LPI antagonism 11%, GPR55 beta-arrestin -0.1%, NTR1 agonist 1.5, AID2073 19%, GPR35 arrestin U2OS 7% and NTR1 agonist cell count 20 µM 49.
COc1ccc(C(=O)NCCn2cc(SCC(=O)Nc3nnc(C)s3)c3ccccc32)cc1 was read as Rac1 GTP hydrolysis 12%, Large T inhibition 7%, Dengue-2 NS5 capping -4%, Yfh1-depleted yeast inactive, NTR1 agonist 2.0 and NTR1 agonist cell count 20 µM 76.
For COC(=O)c1ccccc1NC(=O)COc1ccc(S(=O)(=O)N2CCCC2)cc1C the results were Rac1 GTP hydrolysis 5%, Large T inhibition 5%, Dengue-2 NS5 capping 2%, GPR55 LPI antagonism 4%, Yfh1-depleted yeast inactive, GPR55 beta-arrestin 0.2%, NTR1 agonist -0.5, AID2073 6%, GPR35 arrestin U2OS 3% and NTR1 agonist cell count 20 µM 34.
Screening Cc1ccc2nc(SCC(=O)N3CCCCC3)nc(=O)n2c1 returned Rac1 GTP hydrolysis 0%, Large T inhibition 2%, Dengue-2 NS5 capping -3%, NTR1 agonist 0.3 and NTR1 agonist cell count 20 µM 60.
`O=C([C@H](Cc1ccc(O)cc1)n1cc(CCO)nn1)N1CCNCC1` gave Rac1 GTP hydrolysis 4%, Large T inhibition 8%, Dengue-2 NS5 capping -5%, GPR55 LPI antagonism -2%, Yfh1-depleted yeast inactive, GPR55 beta-arrestin -0.1%, NTR1 agonist -0.1, AID2073 21%, GPR35 arrestin U2OS 2% and NTR1 agonist cell count 20 µM 78.
N#CC1=C(N)N(c2ccccc2)C(c2ccco2)C1(C#N)C#N (stereo not drawn) was read as Rac1 GTP hydrolysis 14%, Large T inhibition 7%, Dengue-2 NS5 capping -1%, GPR55 LPI antagonism 2%, Yfh1-depleted yeast inactive, GPR55 beta-arrestin -0.2%, NTR1 agonist -1.0, AID2073 15%, GPR35 arrestin U2OS -2% and NTR1 agonist cell count 20 µM 43.
